rCAG RNA binder: molecules binding r(CAG) RNA repeats. AID 651821. r(CAG) RNA repeat, TO-PRO-1 dye displacement fluorescence. 1.3% of 370,000 active. inhibition, % at 3 µM;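 active means inhibition above the plate cutoff, the mean of all test compounds on that plate plus 3 SD, cut at about 35% in these data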;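 further: 0% = DMSO alone and 100% = 100 µM mitoxantrone as full dye displacement; higher means more dye released from RNA so lower well fluorescence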
PRMT1 FP inh: inhibitors of human PRMT1 | Q99873 | inhibition, % at 2.79 µM | 1.3% of 370,000 active | recombinant PRMT1, activity-based probe fluorescence polarization | AID 652257;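 active means inhibition above about 21% made by adding two undisclosed values, limit read from the data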
Target sequence (Q99873 whole entry, looked up): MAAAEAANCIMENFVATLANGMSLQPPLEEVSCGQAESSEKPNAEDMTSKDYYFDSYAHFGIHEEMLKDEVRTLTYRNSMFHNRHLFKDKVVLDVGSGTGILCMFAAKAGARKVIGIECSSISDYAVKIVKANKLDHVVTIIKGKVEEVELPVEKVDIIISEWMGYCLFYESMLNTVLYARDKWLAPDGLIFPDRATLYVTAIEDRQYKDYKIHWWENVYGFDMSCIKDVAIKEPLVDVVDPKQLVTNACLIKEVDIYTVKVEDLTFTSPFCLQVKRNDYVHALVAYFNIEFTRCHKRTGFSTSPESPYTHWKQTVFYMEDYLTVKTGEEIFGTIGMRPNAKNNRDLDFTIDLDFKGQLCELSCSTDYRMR
mABHD4 FP: inhibits mouse alpha/beta hydrolase domain 4. purified mABHD4, FP-Rh probe fluorescence polarization. inhibition, % at 8.92 µM. 0.54% of 370,000 active. AID 720543;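 active means inhibition exceeding the mean over every tested compound plus 3 SD, cut at about 30% in these data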;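 further: 0% = plate median of compound wells and 100% = S159A mutant with DMSO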
Target sequence (Q8VD66 whole entry, looked up, the tested form may be a part): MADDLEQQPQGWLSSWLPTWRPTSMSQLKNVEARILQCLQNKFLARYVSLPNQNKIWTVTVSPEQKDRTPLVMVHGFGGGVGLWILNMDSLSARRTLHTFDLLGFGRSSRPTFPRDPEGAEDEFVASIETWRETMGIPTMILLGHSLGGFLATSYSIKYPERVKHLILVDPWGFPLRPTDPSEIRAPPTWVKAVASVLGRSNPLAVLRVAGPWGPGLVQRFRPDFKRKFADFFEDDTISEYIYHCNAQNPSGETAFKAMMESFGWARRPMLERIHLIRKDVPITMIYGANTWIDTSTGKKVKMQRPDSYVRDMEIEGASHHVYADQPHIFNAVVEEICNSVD
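Assay system: mABHD4 protein; medium: HEPES pH 7.0, NaCl, Pluronic buffer; dosing: 8.92 µM, single dose; schedule: 45 min + 60 min at 25 °C; signal: FP readout, ex 525 nm / em 598 nm; read-out: normalized percent inhibition of probe labeling; repeats: single replicate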
HTRA1 inh: inhibitors of human serine peptidase HTRA1; recombinant HTRA1, FP-rhodamine activity-based probe, fluorescence polarization; inhibition, % at 5.96 µM; 0.5% of 340,000 active; in the data active means inhibition above about 36%;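 further: 0% = enzyme with DMSO and 100% = wells lacking enzyme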
Rev-erbA mod: modulates human Rev-erb alpha binding to DNA | 0.79% of 370,000 active | activity, % at 10 µM | P20393 | Rev-erbα–FITC-DNA binding, fluorescence polarization, 90 min;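 active means activity above about 14%, limit read from the data; passing the limit was not always enough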;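 further: 0% = DMSO wells with 35 nM protein and 100% = DMSO wells with 750 nM protein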
UHRF1 binding: human UHRF1 methylated DNA binding inhibitors; Q96T88; UHRF1 binding to methylated oligo, TR-FRET; inhibition, % at 4.4 µM; 0.75% of 370,000 active; AID 687016; in the data active means inhibition above about 21%;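 further: UHRF1 SRA domain binding a hemimethylated CpG hairpin DNA probe; 0% = median of test compound wells and 100% = reference inhibitor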
TCR-CD3 inh: human TCR-CD3 binding inhibition; AID 651800; inhibition, % at 9.4 µM; TAMRA-labeled TCR probe fluorescence, biochemical; 0.37% of 360,000 active; in the data active means inhibition above about 19%;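 further: recombinant mutant TCR 2C K166C tagged with TAMRA read by polarization; 0% = receptor in buffer alone and 100% = receptor with positive control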
LEDGF integ inh: blocks HIV-1 LEDGF/p75-dependent DNA integration; inhibition, % at 3.7 µM; 0.64% of 370,000 active; TR-FRET IN-LEDGF/p75 DNA integration, Eu/Cy5;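 active means inhibition above the screen-wide mean plus 3 SD, cut at about 13% in these data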;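 further: signal is the Cy5 over europium emission ratio at 671 and 618 nm; 0% = plate median of compound wells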
PG9 Ab binder: binds the HIV-1 gp120 antibody PG9; inhibition, % at 6.7 µM; TR-FRET gp120-PG9 antibody binding; 0.43% of 360,000 active; AID 624416; in the data active means inhibition above about 8.5%
MBD2 DNA inh: blocks human MBD2 binding to methylated DNA. inhibition, % at 4.4 µM. 0.31% of 370,000 active. Q9UBB5. AID 686964. TR-FRET, MBD2 binding to methylated oligonucleotide; in the data active means inhibition above about 13%
Starred values were filed as active, the others as inactive; . = not tested or not shown. These rows are one share of the data; the hit share may differ from the screen's.

Start of the data: the first five records, ahead of the listing:
SMILES	rCAG RNA binder	PRMT1 FP inh	mABHD4 FP	HTRA1 inh	Rev-erbA mod	UHRF1 binding	TCR-CD3 inh	LEDGF integ inh	PG9 Ab binder	MBD2 DNA inh
Cc1noc(C)c1S(=O)(=O)N(C)C[C@H]1OCCCC[C@@H](C)Oc2ccc(NS(=O)(=O)c3cn(C)cn3)cc2C(=O)N([C@H](C)CO)C[C@@H]1C	3	-2	1	-7	-1	-2	2	1	0.1	4
CCOc1ccccc1C=NNC(=O)C(=O)NN=Cc1ccccc1OCC	4	1	-1	-2	-5	-3	7	2	-1.1	-1
COc1ccccc1OCc1ccc(C(=O)NN)o1	3	1	-9	-15	1	2	7	0	-3.1	3
COCC(=O)NCc1ccc2c(c1)cc(C)n2C	-2	6	18	-2	0	-15	14	1	-1.9	-7
COc1ccccc1C(=O)NCC(=O)OCc1ccc(Br)cc1	-8	4	0	-5	-2	4	-3	-6	-0.1	-4

The list itself, repeating the preview:
SMILES	rCAG RNA binder	PRMT1 FP inh	mABHD4 FP	HTRA1 inh	Rev-erbA mod	UHRF1 binding	TCR-CD3 inh	LEDGF integ inh	PG9 Ab binder	MBD2 DNA inh
Cc1noc(C)c1S(=O)(=O)N(C)C[C@H]1OCCCC[C@@H](C)Oc2ccc(NS(=O)(=O)c3cn(C)cn3)cc2C(=O)N([C@H](C)CO)C[C@@H]1C	3	-2	1	-7	-1	-2	2	1	0.1	4
CCOc1ccccc1C=NNC(=O)C(=O)NN=Cc1ccccc1OCC	4	1	-1	-2	-5	-3	7	2	-1.1	-1
COc1ccccc1OCc1ccc(C(=O)NN)o1	3	1	-9	-15	1	2	7	0	-3.1	3
COCC(=O)NCc1ccc2c(c1)cc(C)n2C	-2	6	18	-2	0	-15	14	1	-1.9	-7
COc1ccccc1C(=O)NCC(=O)OCc1ccc(Br)cc1	-8	4	0	-5	-2	4	-3	-6	-0.1	-4
CCCCCNC1=CC(=O)CC(c2ccccc2)C1 (configuration not stated)	0	0	3	3	-5	-4	-1	0	0.2	3
C/C(=N\NC(=O)c1nnn(-c2nonc2N)c1-c1cccs1)c1ccc(C)cc1	5	0	-15	-7	-17	0	-10	3	0.5	-3
COc1ccc(C(=O)Nc2ccc3nc(N4CCCCC4)cc(C)c3c2)cc1OC	2	-3	-4	4	0	-2	2	-1	-0.3	0
Cc1ccc(S(=O)(=O)N(C)CC(=O)OCC(=O)NC(c2ccccc2)c2ccccc2)cc1	-5	0	0	-9	-3	2	1	-2	-0.6	6
COc1ccc(N2CCN(C(c3cccc(OC)c3OC)c3nnnn3C3CCCC3)CC2)cc1 (configuration not stated)	2	0	-4	-1	-2	-1	2	4	-1.7	0

Part of the list above in order of molar mass, smallest number first.
SMILES	rCAG RNA binder	PRMT1 FP inh	mABHD4 FP	HTRA1 inh	Rev-erbA mod	UHRF1 binding	TCR-CD3 inh	LEDGF integ inh	PG9 Ab binder	MBD2 DNA inh
CCOc1ccccc1C=NNC(=O)C(=O)NN=Cc1ccccc1OCC	4	1	-1	-2	-5	-3	7	2	-1.1	-1
Cc1ccc(S(=O)(=O)N(C)CC(=O)OCC(=O)NC(c2ccccc2)c2ccccc2)cc1	-5	0	0	-9	-3	2	1	-2	-0.6	6
COc1ccc(N2CCN(C(c3cccc(OC)c3OC)c3nnnn3C3CCCC3)CC2)cc1 (configuration not stated)	2	0	-4	-1	-2	-1	2	4	-1.7	0

Back to the main list, repeating the 2 entries before the break.
SMILES	rCAG RNA binder	PRMT1 FP inh	mABHD4 FP	HTRA1 inh	Rev-erbA mod	UHRF1 binding	TCR-CD3 inh	LEDGF integ inh	PG9 Ab binder	MBD2 DNA inh
Cc1ccc(S(=O)(=O)N(C)CC(=O)OCC(=O)NC(c2ccccc2)c2ccccc2)cc1	-5	0	0	-9	-3	2	1	-2	-0.6	6
COc1ccc(N2CCN(C(c3cccc(OC)c3OC)c3nnnn3C3CCCC3)CC2)cc1 (configuration not stated)	2	0	-4	-1	-2	-1	2	4	-1.7	0
CCOC(=O)C1(C)CCCN(C(=O)c2cccnc2)C1 (configuration not stated)	1	1	-1	.	-2	-2	4	4	0.5	-1
CCCCCCCCN1C(=O)[C@@H](CC(=O)N2CCCCC2)C[C@@]2(C(=O)OC)C1=C[C@H](COCc1ccccc1)O[C@@H]2C	1	-2	4	.	1	-3	.	0	.	-6
Cc1cccc(C(=O)NC2CC3CCCC(C2)N3S(=O)(=O)c2ccccc2)c1 (configuration not stated)	-9	0	-1	-15	-3	-1	0	-1	0.1	-3
O=C(CSc1nnc(-c2n[nH]c3ccccc23)n1-c1ccccc1)Nc1cccc(Cl)c1	3	0	-16	-28	7	1	5	0	1.7	-1
CCCNc1nc(Cl)nc(NCc2cccnc2)n1	12	1	8	9	-3	1	-1	-1	-0.2	-4
CCN(C(=O)COC(=O)C1CCN(S(=O)(=O)c2ccc(C)c(C)c2)CC1)C1CCCCC1	0	1	4	-6	-1	-1	3	-2	-0.6	-2
COC(=O)c1cc(NC(=O)c2cc(-c3ccccc3Cl)oc2C(F)(F)F)ccc1N1CCOCC1	6	3	-10	-8	-3	2	-7	-2	-1.6	4
CC1CCC(CC(=O)O)(C(=O)O)CC1 (configuration not stated)	0	4	6	-3	0	-2	5	-2	1.9	7
COc1ccc(-c2cc(C(F)(F)F)nc(SCC(=O)NCCCN3CCOCC3)n2)cc1	-5	-2	1	0	-11	-1	3	-2	-3.3	-3
Cc1ccc(NC(=O)COC(=O)CCc2nc3ccccc3c(=O)[nH]2)c(Br)c1	2	4	-1	3	4	-1	-6	-2	0.1	1
CC1CCN(C(=O)c2ccc(NC3=C(Cl)C(=O)N(Cc4ccccc4)C3=O)cc2)CC1	-2	-2	0	2	1	0	5	3	-1.3	0
CCCCC(C(=O)NC(C)(C)C)N(Cc1ccco1)C(=O)c1snc(C(N)=O)c1N (configuration not stated)	-9	2	-2	-9	-5	12	2	1	0.3	6
Cc1nc2sc(C(=O)O)c(N)c2c2c1COC(C)(C)C2	9	13	0	1	-9	-2	-4	0	0.7	-1
Cn1c(=O)c2ncn(C)c2n(C)c1=O	4	3	7	5	-4	13	-4	3	1.0	-2
Cc1nnsc1-c1nnc(SCC(=O)c2ccc(C#N)cc2)n1C1CC1	3	-3	5	4	3	1	9	2	0.1	13
CNC(=S)/N=C/NOCc1ccc(Cl)cc1Cl	4	1	-19	-21	1	3	5	1	-3.8	-1
Cc1ccc2nc(SCC(=O)N(CC(C)C)c3c(N)n(Cc4ccccc4)c(=O)[nH]c3=O)[nH]c2c1	-3	4	-2	-18	4	6	-8	0	1.3	5
COc1ccc(CCNC(=O)c2ccccc2OCc2ccccc2)cc1	-9	4	-12	-29	0	4	-10	-3	-1.2	4
COc1ccc(NC(=O)[C@H](C)NC(=O)[C@@H]2Cc3ccccc3CN2C(=O)OC(C)(C)C)cc1	-7	-4	1	2	1	4	-5	0	-0.9	1
O=C(COC(=O)Cc1cccc(C(F)(F)F)c1)NC(=O)NC1CCCC1	-3	2	-7	25	0	2	2	0	0.7	0
Cc1nn(-c2ccccc2)c(C)c1-c1nnc(C(F)(F)F)o1	-1	-5	2	-6	2	-1	4	5	-0.6	-1
Cc1cc(S(=O)(=O)NC2CCCCC2)ccc1-n1cnnn1	-2	-1	-5	7	3	3	2	-1	-1.7	2
CCN(CC)c1cccc(OC(=O)c2cccnc2Cl)c1	-2	-3	3	-4	5	-4	6	-3	-1.0	2
CN(Cc1c(F)cccc1Cl)C(=O)C1=CC=CN2CCS(=O)(=O)N=C12	1	0	2	1	3	-1	6	1	-2.6	0
COc1ccc(OCC(=O)Nc2ccc(N3CCOCC3)cc2)cc1	-2	5	-7	6	6	7	-6	-5	-0.1	3
O=C(O)c1ccccc1-c1noc(-c2ccccc2F)n1	.	1	2	.	0	7	.	-1	.	1
O=C(Nc1cccc(F)c1)C1CCN(S(=O)(=O)c2cnc[nH]2)CC1	-1	-1	-5	-3	3	1	-1	4	2.1	2
CC1CCN(C(=S)NC2CCCCC2)CC1	-4	-4	3	-9	3	-2	6	0	-0.3	-4
O=C(CSc1nc(-c2ccccc2)nc2c1CCCC2)N1CCOCC1	-1	0	-5	1	-5	-1	1	-1	0.0	-1
COc1ccc(CCNC(=O)c2cc(C3CC3)on2)cc1OC	-2	3	3	0	-1	4	4	-1	-0.9	-5

Single entries from the entries so far:
CCN(CC)c1cccc(OC(=O)c2cccnc2Cl)c1 in PG9 Ab binder has -1.0
Cc1nn(-c2ccccc2)c(C)c1-c1nnc(C(F)(F)F)o1 in Rev-erbA mod has 2

(cont.)
SMILES	rCAG RNA binder	PRMT1 FP inh	mABHD4 FP	HTRA1 inh	Rev-erbA mod	UHRF1 binding	TCR-CD3 inh	LEDGF integ inh	PG9 Ab binder	MBD2 DNA inh
Cc1nc(Nc2ccccc2F)c2oc3ccccc3c2n1	1	-1	-5	-14	8	-2	2	0	0.1	0
CC1CCN(CC[C@H]2CCCN2S(=O)(=O)c2cccc(O)c2)CC1	1	-1	0	1	-1	-1	8	0	-1.6	0
CC(C)Oc1ccc(Oc2ccc(C(F)(F)F)cn2)cc1	-3	0	8	4	3	-1	14	0	-0.1	-4
CN(C)CCNC(=O)Nc1ccc(F)cc1F	0	3	1	-3	3	0	-5	-4	4.2	-4
CC1(c2nnnn2Cc2ccccc2)CN(S(C)(=O)=O)CC(=O)N1Cc1cccs1 (configuration not stated)	2	-5	-1	.	7	0	.	5	.	-1
COc1ccc(CNC(=O)CN(C)S(=O)(=O)c2ccccc2)cc1	-4	4	-2	4	-3	1	-7	-5	0.8	1
O=C(c1ccc(Cl)cc1)c1cnc2ccccn12	0	-4	-3	6	-6	-2	3	-2	-0.7	0
Cc1cc(-n2c(C)cc(C(=O)COc3ccc([N+](=O)[O-])cc3)c2C)no1	0	5	-5	-4	-3	11	-3	-1	-1.6	-3
CCN(Cc1cnn(C)c1)C(=O)c1cc(COc2cc(C)c(Cl)c(C)c2)on1	-1	-3	-11	-7	10	-2	2	2	0.7	-4
O=C(CN1C(=O)CCC1=O)Nc1ccc(Cc2ccc(NC(=O)CN3C(=O)CCC3=O)cc2)cc1	6	5	1	3	-1	1	-4	-2	-0.9	3
CC(C)c1ccc(C(O)P(=O)(OC2CCCCC2)OC2CCCCC2)cc1 (configuration not stated)	-6	1	-2	.	-5	4	-10	2	0.3	-2
O=C(CSc1ccccc1)N1CCC(N2CCC(C(=O)N3CCCC3)CC2)CC1	-3	-2	-3	-3	1	5	1	5	-0.6	0
CCCCCCCC(=O)C(C)C(=O)N(C)[C@H](Cc1ccc(OC)cc1)C(=O)N(C)[C@H](C(N)=O)C(C)C (some centres not stated)	-2	-4	-5	2	-5	1	6	6	0.8	3
COC(=O)[C@H](C)NC(=O)Nc1ccc(OC(F)(F)F)cc1	0	1	9	-1	3	0	3	1	-1.0	1
NCCn1c(-c2ccccc2)cc(C(=O)O)c1-c1ccccc1F	1	-2	2	-2	-2	-6	1	2	-2.1	2
CCc1ccc(NC(=O)N(C2CCC(C)CC2)C2CCN(C(C)=O)CC2)cc1 (configuration not stated)	0	-2	-1	5	-2	5	-4	-1	-1.2	4

Screening data as filed in PubChem.
